M. tuberculosis GlmU: inhibition of mycobacterial GlmU enzyme – biochemical, glucosamine-1-phosphate acetyltransferase (AID 1376). M. tuberculosis GlmU acetyltransferase enzyme assay; higher % means a stronger effect. inhibition, %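 (tested at 30 µM in the primary screen)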; hits with a dose series show IC50 in µM. actives 0.25% (n = 220,000); in the data active = inhibition above about 13%;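 also: 0% = complete reaction with vehicle and 100% = reaction without substrate; strong numbers were not always called active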
Mtb RmlCD inh: M. tuberculosis RmlC/RmlD inhibition | P9WH09+P9WH11 | RmlC+RmlD coupled enzyme assay, percent inhibition; primary screen in compound mixtures | inhibition, % at 3.6 µM | actives 0.03% (n = 160,000); in the data active = inhibition mostly above about 34%, no sharp cut-off; also: some results filed as inactive read as strong as hits
Target sequence (P9WH09 whole entry, looked up): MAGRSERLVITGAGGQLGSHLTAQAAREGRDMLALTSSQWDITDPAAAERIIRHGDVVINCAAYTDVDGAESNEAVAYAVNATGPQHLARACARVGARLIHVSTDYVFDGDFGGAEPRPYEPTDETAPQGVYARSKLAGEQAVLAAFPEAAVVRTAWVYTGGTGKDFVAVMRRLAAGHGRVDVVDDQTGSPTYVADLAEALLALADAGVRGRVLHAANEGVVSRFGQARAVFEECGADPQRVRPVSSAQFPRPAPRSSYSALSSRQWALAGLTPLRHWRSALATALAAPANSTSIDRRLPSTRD
Target sequence (P9WH11 whole entry, looked up): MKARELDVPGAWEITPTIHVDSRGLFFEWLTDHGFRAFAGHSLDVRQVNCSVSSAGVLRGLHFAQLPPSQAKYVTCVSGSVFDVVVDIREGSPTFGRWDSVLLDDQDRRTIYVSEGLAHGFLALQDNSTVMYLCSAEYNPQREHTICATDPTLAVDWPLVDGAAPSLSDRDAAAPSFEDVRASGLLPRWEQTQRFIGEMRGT
* marks the source's active call; other numbers are inactive results; . = no result given. An excerpt; count on the stated rates, not on these rows.

SMILES | M. tuberculosis GlmU | Mtb RmlCD inh
COc1cc(/C=C(/C#N)c2ccc(F)cc2)ccc1OCc1ccc(C(=O)O)o1 | -4.0% | 4
CC(C)CCNCC(=O)NC(c1ccccc1)c1ccccc1 | 2.2% | 3
O=C(COc1ccc(S(=O)(=O)N2CCOCC2)cc1)Nc1ccc2c(c1)OCCO2 | -2.9% | .
O=C(NCCc1c[nH]c2ccccc12)c1cnc2sccn2c1=O | -4.7% | 3
O=C(COc1cccc(Oc2ccccc2)c1)Nc1ncccn1 | -0.9% | .
CCc1cccc(NC(=O)Cc2ccc(OC)c(OC)c2)c1 | 5.9% | -11
O=C(O)C1C(C(=O)O)C1(c1ccccc1)c1ccccc1 (stereo unspecified) | -0.6% | .
CN1CCN(c2nnc(-c3cccs3)c3ccccc23)CC1 | -6.0% | 2
COc1ccc(N(CC(=O)N2c3ccccc3CC2C)S(=O)(=O)c2c(C)nn(C)c2C)cc1 (stereo unspecified) | 2.0% | 1
O=C(NCC1CCCO1)C1CC(=O)N(C2CCCCCC2)C1 (stereo unspecified) | -1.6% | .
NCC(=O)c1cccc2ccc[n+]([O-])c12 | 3.2% | 6
C#CCN1C(=O)C(O)(CC(=O)c2ccc(OC)c(OC)c2)c2ccccc21 (stereo unspecified) | 3.4% | -4
Cc1ccc(/C=N/NC(=O)CC2N=C(Cc3ccccc3)NNC2=O)cc1 (stereo unspecified) | -3.7% | .
CN1C2CCC1CC(NC(=O)CSCc1ccc(Cl)cc1Cl)C2 (stereo unspecified) | -8.4% | .
CCOC(=O)C(C)Sc1ncnc2c1c(-c1ccccc1)cn2-c1ccc(OC)cc1 (stereo unspecified) | -2.8% | 7
Cc1nc(CNS(=O)(=O)c2ccc(Oc3ccccc3)cc2)cs1 | 4.2% | 5
CSCC[C@H](NC(=O)OC(C)(C)C)c1nnc(SCc2ccc(F)cc2)o1 | 3.3% | .
O=C(Nc1ccccc1)c1nsnc1C(=O)Nc1ccccc1 | 0.2% | 8
CC(/C=C/c1ccccc1)=N\NC(=O)Cn1cncn1 | -6.6% | .
COc1ccc(CCNC(=O)CN(c2ccc(OC)cc2)S(C)(=O)=O)cc1 | -4.2% | -10
CCCCN(CC)CCCNC(=O)C1c2ccccc2C(=O)N(C)C1c1cn(C)c2ccccc12 (stereo unspecified) | 0.4% | -7
NC1=C(Br)C(=O)c2ccccc2C1=O | 1.4% | 5
COc1ccc(OCC(O)CN(C2CCCCC2)C2CCCCC2)cc1 (stereo unspecified) | 1.9% | 5
COc1cccc(CNn2c(-c3cccc(C)c3)nc3ccccc3c2=O)c1O | -9.8% | .
O=C(Cn1c(=O)oc2ccccc21)NC(=O)NCc1ccco1 | 7.0% | -14
Fc1ccccc1CSc1ncnc2sc3c(c12)CCCC3 | 1.4% | -11
Cc1cc(C)nc(SCC(=O)OCC(=O)Nc2nc3ccccc3s2)n1 | 2.5% | .
Cc1ccc(NC(=O)CCNS(=O)(=O)c2cccc3nonc23)cc1Cl | -5.6% | -11
CS(=O)(=O)N(CC(=O)NCC1CCCO1)c1cc(Cl)c(Cl)cc1Cl (stereo unspecified) | -0.9% | -9
Cc1cc2nnc(SC3CCCCN(C(=O)c4ccc(F)cc4)C3=O)n2c2ccccc12 (stereo unspecified) | . | 3
O=C(COC(=O)[C@@H]1CC(O)CN1S(=O)(=O)c1ccc2c(c1)OCCO2)Nc1ccccc1F (stereo partly specified) | 5.9% | -8
CC1=CC(C)C2(CO)COC(c3ccc(O)cc3)C1C2C (stereo unspecified) | -8.2% | 4
CC(=O)Nc1cccc(OCC(=O)NC(C)C(C)C)c1 (stereo unspecified) | 4.9% | .
CCOC(=O)c1c(CN2CCC(C)CC2)oc2ccc(OC)cc12 | -4.0% | 4
COc1ccc(-n2c3nc4ccccc4nc3c3c(=N)oc(C)nc32)cc1 | 8.0% | 3
Cc1noc(C)c1C(=O)N1CCC(C(=O)c2ccccc2)CC1 | 3.2% | -9
COC/C=C/C1=CC2=CC(=O)C(C)(OC(=O)c3cnc4ccccc4n3)C(=O)C2=CN1C(CO)CO (stereo unspecified) | -1.5% | .
CCOC(=O)c1ccc(N2C(=O)C(O)=C(C(C)=O)C2c2ccccn2)cc1 (stereo unspecified) | -0.3% | .
COC(=O)C(Cc1ccccc1)NC(=O)COc1ccc(C(C)(C)C)cc1 (stereo unspecified) | -8.0% | 0
Cc1ccc(C)c(S(=O)(=O)N2CCN(CC(=O)NC(=O)NCc3ccco3)CC2)c1 | 1.3% | 0

Sorted by molar mass (highest first): part of the list above
SMILES | M. tuberculosis GlmU | Mtb RmlCD inh
Cc1cc2nnc(SC3CCCCN(C(=O)c4ccc(F)cc4)C3=O)n2c2ccccc12 (stereo unspecified) | . | 3
CS(=O)(=O)N(CC(=O)NCC1CCCO1)c1cc(Cl)c(Cl)cc1Cl (stereo unspecified) | -0.9% | -9
Fc1ccccc1CSc1ncnc2sc3c(c12)CCCC3 | 1.4% | -11

Carrying on.
SMILES | M. tuberculosis GlmU | Mtb RmlCD inh
CC(C)(C)[C@@H]1C=C(C(=O)O)O[C@H](OCc2ccc(CO)cc2)C1 | -3.5% | .
COc1ccc(N2CCN(c3cnc4ccccc4n3)CC2)cc1 | 1.4% | 8
COC(=O)c1cc2c(N)c(C(=O)c3ccc(Cl)cc3)sc2nc1C(OC)OC | 0.8% | -9
C=COCCn1c(C)c(C(=O)OCC)c2cc(O)ccc21 | 1.0% | .
O=C1c2ccccc2NC(c2ccccc2O)N1NS(=O)(=O)c1ccccc1 (stereo unspecified) | 3.2% | 1
COc1ccc(S(=O)(=O)Nc2cc(C(=O)NCCCN3CCOCC3)ccc2N2CCOCC2)cc1 | 5.3% | 26
COc1ccc(S(=O)(=O)NC(Cc2cnc[nH]2)C(=O)O)cc1 (stereo unspecified) | 0.5% | 6
Cc1nc(C)c(CCNC(=O)c2ccccc2Br)s1 | -2.5% | 9
Cc1ccc(CNc2oc(COc3ccccc3Cl)nc2C#N)cc1 | 3.0% | .
COC(=O)C1=C(C)N(CCCC(=O)O)C(=O)NC1c1ccccc1Cl (stereo unspecified) | -1.5% | .
O=C1CC(C(F)(F)F)=NN1 | -2.4% | -5
O=C(NCCCn1ccnc1)C(=O)NCc1ccccc1 | 1.0% | .
CCOC(=O)c1c(-n2c(C)cc(/C=C3/C(=O)NC(=O)N(CC)C3=O)c2C)sc2c1CCCC2 | -2.8% | .
CCc1cc2c(NC(Cc3c[nH]c4ccccc34)C(=O)O)nc(C)nc2s1 (stereo unspecified) | 3.9% | -7
Cc1ccc(N=C2NC(=O)c3cccc([N+](=O)[O-])c32)cc1 | -7.4% | -22
Cn1cc(-c2cccc(Cl)c2)cc(C#N)c1=O | 2.5% | -1
Nc1cc(-c2ccccc2)nn1Cc1ccc(Cl)cc1 | 0.3% | -6
O=C(CSCc1ccccc1)Nc1cccc(C(=O)Nc2ccccc2C(=O)O)c1 | 6.6% | 7
COC(=O)C(CC(C)C)NC(=O)CSc1nc(-c2ccccc2)c(C#N)c(=O)[nH]1 (stereo unspecified) | 3.9% | 5
CCOc1ccccc1C(=O)NC1CC2CCCC(C1)N2Cc1nnnn1Cc1ccco1 (stereo unspecified) | 4.1% | 11
CC(=O)NC(CC(=O)N(C)Cc1c(F)cccc1Cl)c1ccccc1 (stereo unspecified) | 0.8% | -4
NC(=O)c1ccc(NC(=O)c2ccc3c(c2)OCO3)cc1 | 2.2% | .
O=C(NCCN1CCOCC1)c1noc2c1CCc1ccccc1-2 | 0.5% | -6
CC(=O)Nc1ccc(NC(=O)c2ccccc2Sc2ccc([N+](=O)[O-])cc2Cl)cc1 | 1.5% | -2
O=C(CN1C(=O)C2CC=CCC2C1=O)NC1CCCc2ccccc21 (stereo unspecified) | 0.8% | .
NS(=O)(=O)c1ccc(NC(=O)CN2C(=O)CCC2=O)cc1 | 4.1% | 2
CN1c2ccsc2/C(=N/Nc2ccc(F)cc2)CS1(=O)=O | -1.0% | .
CCOc1c(Br)cc(CNCc2cccs2)cc1OC | 1.1% | 11
CCOC(=O)C1CCCN(CC(=O)Nc2cccc(C(C)=O)c2)C1 (stereo unspecified) | 1.4% | -12
CC(=O)NC(Cc1ccccc1)C(C)=O (stereo unspecified) | 3.8% | -7
c1ccc(C2[C@H]3CN(CC4CCCCC4)[C@H](c4ccccc4)C34CC2(c2cccnc2)C4)cc1 (stereo partly specified) | -1.4% | .
CC(=O)N1CCCc2cc(S(=O)(=O)N3CCC(C)CC3)ccc21 | 1.9% | .
CCC(C)(C)NC(=O)C1CCN(S(=O)(=O)c2cccs2)CC1 | -4.2% | -7
Cc1ccc(SCc2cc(=O)[nH]c(/N=C(\N)Nc3ccc(C)c(C)c3)n2)cc1 | -1.1% | 17
COC(=O)N1CC=CC1(C)C(=O)NCc1cc(F)cc(C(F)(F)F)c1 (stereo unspecified) | 0.3% | .
CCc1ccc(OCC(=O)NC(=S)Nc2ccc(C(C)=O)cc2)c(Br)c1 | 0.3% | 15
O=C(c1cccnc1)N1CCN(S(=O)(=O)c2ccc3ccccc3c2)CC1 | -3.2% | -13
Cc1ccc(N)cc1CN1CCCC1=O | -0.3% | -1
O=S(=O)(NCc1ccccc1)NCc1ccccc1 | . | -11
O=C(OCC(=O)N1CCN(C(=O)c2ccco2)CC1)C1=COCCO1 | 1.4% | -10
O=C1Nc2ccccc2/C1=N/N=C/c1cccc(O)c1 | 0.1% | 5
O=C(CSc1nccc(-c2cccs2)n1)Nc1cccc(Cl)c1Cl | 2.8% | .
CC(=O)Oc1ccc(C(=O)Nn2cnnc2)cc1 | 2.2% | .
O=C(O)c1c(-c2ccc(Cl)cc2)cn2ccccc12 | 0.0% | .
Cc1ccc(C(=O)NCc2ccccc2)cc1Br | 4.4% | -4
COc1ccc2c(c1)c1nc3ccccc3nc1n2Cc1ccc(OC)c(OC)c1 | -3.3% | 7
COC(=O)CCC(=O)NN1C(=O)c2ccccc2C1=O | -2.6% | 8
Cc1cc(C)nc(/N=C2\NC(=O)CC(C(=O)O)N2c2ccc(Oc3ccccc3)cc2)n1 (stereo unspecified) | -2.5% | .
CCCCn1c(N)c(N(CCC(C)C)C(=O)COC(=O)c2ccco2)c(=O)[nH]c1=O | -1.7% | .
COc1ccc(NC(=O)Cn2nnc(C(=O)NCc3ccccc3)c2N)cc1Cl | -3.7% | .
CC1CCN(c2ccc(C(=O)Nc3nnc(C4CC4)s3)cc2[N+](=O)[O-])CC1 | -2.1% | .
Cc1cc(C)n(-c2ccc([N+](=O)[O-])cc2)n1 | 0.6% | .
Cc1cc(C)c2c(c1)-c1cc(C)nn1C(c1cccnc1)N2 (stereo unspecified) | 1.3% | .
CSc1ccc(C(=O)C2CCCN(C(=O)c3cc4cc(F)ccc4[nH]3)C2)cc1 (stereo unspecified) | 8.0% | 8
Cc1cc(C)nc(SCc2ccc(C(=O)N/N=C/c3cccc(O)c3O)cc2)n1 | 9.1% | 4
O=C1C(Cl)=C(N2CCN(c3ccccc3[N+](=O)[O-])CC2)C(=O)c2ccccc21 | -4.2% | 1
Cc1ccc(SCc2[nH]nc3c2C(c2ccc(C)o2)C(C#N)=C(N)O3)cc1 (stereo unspecified) | -5.2% | 22
CCn1nc(NC(=O)C2CCCO2)c2cc3cccc(C)c3nc21 (stereo unspecified) | 0.1% | 4
O=C(c1ccccc1Oc1ccccc1)N1CCN(c2ccc(F)cc2)CC1 | 4.7% | 1
CCOc1ccc(/C=C/c2c([N+](=O)[O-])c(=O)n(C)c(=O)n2C)cc1 | -3.5% | 10

Single records, from the list above. Values in the order: M. tuberculosis GlmU	Mtb RmlCD inh
CC(C)CCNCC(=O)NC(c1ccccc1)c1ccccc1 is listed with 2.2%	3
COC(=O)CCC(=O)NN1C(=O)c2ccccc2C1=O is listed with -2.6%	8
COC(=O)C(CC(C)C)NC(=O)CSc1nc(-c2ccccc2)c(C#N)c(=O)[nH]1 (stereo unspecified) is listed with 3.9%	5

Some of the entries so far, comma-delimited:
mol,M. tuberculosis GlmU,Mtb RmlCD inh
O=C1Nc2ccccc2/C1=N/N=C/c1cccc(O)c1,0.1%,5
COc1ccc2c(c1)c1nc3ccccc3nc1n2Cc1ccc(OC)c(OC)c1,-3.3%,7
O=C1C(Cl)=C(N2CCN(c3ccccc3[N+](=O)[O-])CC2)C(=O)c2ccccc21,-4.2%,1
O=C(O)c1c(-c2ccc(Cl)cc2)cn2ccccc12,0.0%,.

Further compounds.
SMILES | M. tuberculosis GlmU | Mtb RmlCD inh
COCCCNC(=O)CCn1c(=O)c2ccccc2n(CC(=O)Nc2cc(Cl)ccc2C)c1=O | -2.0% | 2
COC(=O)c1cc(OC)c(OC)cc1NC(=O)CCCCCN1C(=O)CCC1=O | -2.0% | 8
CC(C)CC(c1nnnn1C(C)(C)C)N1CCN(C2CCCC2)CC1 (stereo unspecified) | 2.0% | 2
NC(=O)c1c(-c2ccccc2)oc2ccc(O)cc12 | 3.1% | -7
COc1cccc2cc(C(C)=O)c(=O)oc12 | -1.4% | 0
Cn1cc(-c2ccccc2)cc(C#N)c1=O | -7.8% | -8

Part of the list above, as tab-separated lines.
Molecule	M. tuberculosis GlmU	Mtb RmlCD inh
Cn1cc(-c2ccccc2)cc(C#N)c1=O	-7.8%	-8
COc1cccc2cc(C(C)=O)c(=O)oc12	-1.4%	0
CC(C)CC(c1nnnn1C(C)(C)C)N1CCN(C2CCCC2)CC1 (stereo unspecified)	2.0%	2
COCCCNC(=O)CCn1c(=O)c2ccccc2n(CC(=O)Nc2cc(Cl)ccc2C)c1=O	-2.0%	2

Compound activity as filed in PubChem BioAssay.
